# PG9 Ab binder: binders of HIV-1 gp120 antibody PG9, primary screen, biochemical, TR-FRET. TR-FRET gp120-PG9 antibody binding. inhibition, % at 6.7 µM. actives 0.43% (n = 360,000). AID 624416, 2012; in the data active = inhibition above about 8.5%
# HTRA1 inh: HTRA1 serine protease inhibitors, primary screen, biochemical, fluorescence polarization, HTS. recombinant HTRA1, FP-rhodamine activity-based probe. inhibition, % at 5.96 µM. actives 0.5% (n = 340,000). AID 504803, 2011; in the data active = inhibition above about 36%;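 note: 0% = enzyme with DMSO and 100% = wells lacking enzyme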
# TCR CD3 inh: inhibitors of human TCR-CD3 interaction, primary screen, biochemical, fluorescence, TAMRA-labeled TCR probe; inhibition, % at 9.4 µM; actives 0.37% (n = 360,000); in the data active = inhibition above about 19%;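 note: recombinant mutant TCR 2C K166C tagged with TAMRA read by polarization; 0% = receptor in buffer alone and 100% = receptor with positive control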
# UHRF1 MBD2 ctr: UHRF1 methylated DNA binding inhibitors, primary screen, counter-screen for MBD2 inhibitor project, biochemical, TR-FRET, human UHRF1, single concentration. E3 ubiquitin-protein ligase UHRF1 (Homo sapiens), Q96T88. UHRF1 binding to methylated oligo. inhibition, % at 4.4 µM. actives 0.75% (n = 370,000); in the data active = inhibition above about 21%;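 note: UHRF1 SRA domain binding a hemimethylated CpG hairpin DNA probe; 0% = median of test compound wells and 100% = reference inhibitor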
# Target sequence (Q96T88 whole entry, looked up, the tested form may be a part): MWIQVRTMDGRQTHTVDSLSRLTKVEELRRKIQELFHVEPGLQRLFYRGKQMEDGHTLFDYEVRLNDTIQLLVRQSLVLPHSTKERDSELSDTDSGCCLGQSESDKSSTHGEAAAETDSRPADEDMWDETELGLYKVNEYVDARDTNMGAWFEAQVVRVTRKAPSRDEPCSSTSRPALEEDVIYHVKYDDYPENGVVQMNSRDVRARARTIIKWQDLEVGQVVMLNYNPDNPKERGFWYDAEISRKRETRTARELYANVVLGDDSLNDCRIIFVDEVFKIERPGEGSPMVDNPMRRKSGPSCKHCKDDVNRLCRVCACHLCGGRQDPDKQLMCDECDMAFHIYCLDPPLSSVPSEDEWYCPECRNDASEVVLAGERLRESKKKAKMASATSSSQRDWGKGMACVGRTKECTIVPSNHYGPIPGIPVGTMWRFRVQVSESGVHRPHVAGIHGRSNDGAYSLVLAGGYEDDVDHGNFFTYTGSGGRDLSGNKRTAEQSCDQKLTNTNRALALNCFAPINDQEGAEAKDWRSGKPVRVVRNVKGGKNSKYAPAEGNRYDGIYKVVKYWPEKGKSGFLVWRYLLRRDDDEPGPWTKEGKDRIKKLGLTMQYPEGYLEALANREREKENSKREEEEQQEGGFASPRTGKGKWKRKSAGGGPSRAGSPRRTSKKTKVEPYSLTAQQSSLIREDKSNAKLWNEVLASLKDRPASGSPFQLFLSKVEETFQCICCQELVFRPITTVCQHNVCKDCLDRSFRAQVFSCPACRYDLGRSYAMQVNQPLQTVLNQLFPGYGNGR
# SIAE inh: human SIAE inhibitors, primary screen, biochemical, fluorescence polarization, FP-Rh probe, 1536-well HTS | Sialate O-acetylesterase (Homo sapiens), Q9HAT2 | inhibition, % at 9.66 µM | actives 0.69% (n = 370,000) | SIAE FP-Rh probe binding;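 active = inhibition above a cutoff: mean of compounds within the control limits plus 3 SD of those, cut at about 17% in these data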;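 note: 0% = plate median of compound wells and 100% = probe without SIAE protein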
# LEDGF integ inh: blockers of LEDGF/p75-dependent integrase strand transfer – biochemical, TR-FRET, high throughput, primary screen | TR-FRET IN-LEDGF/p75 DNA integration, Eu/Cy5 | inhibition, % at 3.7 µM | actives 0.64% (n = 370,000) | AID 743269, 2014;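 active = inhibition above the screen-wide mean plus 3 SD, cut at about 13% in these data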;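 note: signal is the Cy5 over europium emission ratio at 671 and 618 nm; 0% = plate median of compound wells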
# mABHD4 FP: ABHD4 inhibitors, primary screen, biochemical, fluorescence polarization, mouse; (Lyso)-N-acylphosphatidylethanolamine lipase (Mus musculus), Q8VD66; purified mABHD4, FP-Rh probe fluorescence polarization; actives 0.54% (n = 370,000); inhibition, % at 8.92 µM;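 active = inhibition exceeding the mean over every tested compound plus 3 SD, cut at about 30% in these data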;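 note: 0% = plate median of compound wells and 100% = S159A mutant with DMSO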
#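 Test system: mABHD4 protein | Buffer or medium: HEPES pH 7.0 buffer, 150 mM NaCl, 0.01% Pluronic F-127 | Probe or stimulus: FP-Rh fluorescent activity-based probe, added after compound pre-incubation | Timing: Pre-incubation 45 min, probe exposure 60 min, at 25 °C | Technique: Fluorescence polarization, excitation 525 nm, emission 598 nm, BODIPY TMR filters | Repeats: Single well per compound (singlicate)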
# Tn7 DDE FP: inhibitors of Tn7 peptide binding to fibrin DD(E), primary screen, biochemical, fluorescence polarization, human fibrin, Tn7 probe; Fibrinogen beta chain (Homo sapiens), P02675; FP displacement of FITC-Tn7 peptide from fibrin DD(E); 0% = median of compound wells per plate; inhibition, % at 8.3 µM; actives 0.13% (n = 370,000);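 active = inhibition above the mean of compounds falling within the control limits plus 3 SD of them, cut at about 14% in these data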;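 note: 0% = plate median of compound wells and 100% = 10 µM Aha-Tn7 peptide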
#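 Test system: human clot-derived fibrin DD(E) complex / Quantity: 2 µM final DD(E) protein / Incubation: 10 min plus 3 h, room temperature / Measured by: fluorescence polarization / Benchmarks: high control of 10 µM Aha-Tn7 peptide / Replicates: singlicate testing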
# TDP2 inh: human TDP2 enzyme inhibitors, primary screen, biochemical, epi absorbance, recombinant enzyme. T5PNP hydrolysis, p-nitrophenol absorbance 415 nm. AID 720702, 2013. inhibition, % at 12.8 µM. Tyrosyl-DNA phosphodiesterase 2 (Homo sapiens), O95551. actives 0.34% (n = 370,000);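 active = inhibition above the mean of all tested compounds plus 3 SD, set per campaign, cut at about 25% in these data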;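 note: 0% = DMSO with enzyme and 100% = buffer with substrate but no TDP2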
#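 System – recombinant human TDP2 · Quantity – TDP2 enzyme at 120 nM final · Doses – single concentration, 12.8 µM nominal, with 1% DMSO · Incubation – 2 h at 37 °C · Measured by – epi absorbance of p-nitrophenol freed from T5PNP by hydrolysis · Read-out – % inhibition relative to enzyme-containing and enzyme-free wells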
# PRMT1 inh: PRMT1 methyltransferase inhibitors, primary screen, biochemical, fluorescence polarization. AID 652257, 2013. actives 1.3% (n = 370,000). inhibition, % at 2.79 µM. Protein arginine N-methyltransferase 1 (Homo sapiens), Q99873. recombinant PRMT1, activity-based probe fluorescence polarization;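 active = inhibition above about 21% made by adding two undisclosed values, limit read from the data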
# The depositor's hits bear a star; & = joins results of further samples. Not all compounds are listed, so the mix of outcomes need not match the whole.
no. | structure | LEDGF integ inh | UHRF1 MBD2 ctr | PG9 Ab binder | TCR CD3 inh | mABHD4 FP | PRMT1 inh | SIAE inh | Tn7 DDE FP | TDP2 inh | HTRA1 inh
1 | CN1CCOC(c2ccccc2)c2ccccc2C1 (configuration not stated) | 4 | 3 | -0.1 | 4 | -10 | 6 | -5 | 3 | -11 | 0
2 | C=C[C@@H]1CN2CCC1C[C@@H]2[C@@H](O)c1ccnc2ccc(OC)cc12 (some centres not stated) | 3&-3 | -1&2 | -3.3&1.4 | 7&1 | -5&2 | -7&2 | 0&0 | 2&6 | 3&-8 | 0&6
3 | O=C(CCN1CCC(c2ccccc2)C1)c1ccc2c(c1)OCCO2 (configuration not stated) | 0 | 1 | 0.7 | 9 | 1 | 36* | 3 | 7 | 10 | 2
4 | CCOC(=O)c1ccc(N)cc1 | 1 | 1 | 3.6 | -1 | 0 | -4 | 1 | -5 | -1 | 1
5 | CC(=O)Nc1ccc(C(=O)O)cc1 | -3 | 1 | -0.8 | -1 | 2 | 2 | 3 | 2 | 2 | -5
6 | CN1CCN(C(c2ccccc2)c2ccccc2)CC1 | -3 | -2 | -0.2 | 2 | -2 | -3 | 0 | -9 | 12 | 0
7 | CCC(C)n1ncn(-c2ccc(N3CCN(c4ccc(OCC5COC(Cn6cncn6)(c6ccc(Cl)cc6Cl)O5)cc4)CC3)cc2)c1=O (configuration not stated) | -5 | 5 | -0.2 | -2 | -2 | 9 | 6 | -8 | -12 | 6
8 | CC[n+]1c(C)sc2cc(OC)ccc21 | -2 | -3 | 0.1 | 2 | 6 | 54* | 5 | 0 | -2 | 0
9 | O=C(NCCc1c[nH]c2ccccc12)c1cccnc1 | -5 | 1 | -0.8 | -7 | -2 | 0 | 5 | 10 | 2 | 1
10 | COc1ccc(C(=O)CC(=O)c2ccc(C(C)(C)C)cc2)cc1 | -1 | 2 | -2.3 | -2 | -8 | 4 | -1 | 1 | -4 | 4
11 | O=C(c1ccc(F)cc1)C1CCN(CCn2c(=O)[nH]c3ccccc3c2=O)CC1 | 0&2 | 0&2 | -0.7&2.0 | 4&3 | 14&8 | -1&-3 | -6&1 | -7&-2 | -2&-5 | -2&0
12 | Cc1cc(Nc2cc(N3CCN(C)CC3)nc(Sc3ccc(NC(=O)C4CC4)cc3)n2)n[nH]1 | -1 | -4 | -1.6 | 5 | 4 | -2 | 17 | -4 | 4 | -9

# Next part, starting with the last 2 of the part before.
no. | structure | LEDGF integ inh | UHRF1 MBD2 ctr | PG9 Ab binder | TCR CD3 inh | mABHD4 FP | PRMT1 inh | SIAE inh | Tn7 DDE FP | TDP2 inh | HTRA1 inh
11 | O=C(c1ccc(F)cc1)C1CCN(CCn2c(=O)[nH]c3ccccc3c2=O)CC1 | 0&2 | 0&2 | -0.7&2.0 | 4&3 | 14&8 | -1&-3 | -6&1 | -7&-2 | -2&-5 | -2&0
12 | Cc1cc(Nc2cc(N3CCN(C)CC3)nc(Sc3ccc(NC(=O)C4CC4)cc3)n2)n[nH]1 | -1 | -4 | -1.6 | 5 | 4 | -2 | 17 | -4 | 4 | -9
13 | CCOc1ccc(C(=O)OCCN(CC)CC)cc1 | -3 | 1 | -0.5 | -9 | 1 | 4 | -5 | 6 | -1 | 4
14 | CCN(CC)CCNC(=O)c1cc(Cl)c(N)cc1OC | -4 | 1 | -0.2 | -6 | 0 | 4 | -2 | 7 | 0 | -3
15 | CN(C)CCOC(C)(c1ccccc1)c1ccccn1 (configuration not stated) | 3 | 66* | -0.6 | 5 | -3 | 0 | -4 | -4 | -1 | 6
16 | CN1CCN(CCC(=O)N2c3ccccc3Sc3ccc(C(F)(F)F)cc32)CC1 | -2 | 1 | -1.0 | 9 | 8 | 0 | 6 | 3 | -14 | 0
17 | CCCCCCO | 0 | 0 | 0.3 | 3 | 9 | -2 | -3 | 0 | 3 | 1
18 | Cc1c(NC(=O)c2cccnc2)c(=O)n(-c2ccccc2)n1C | 1 | 23* | -2.4 | -6 | 4 | 0 | 5 | 1 | -5 | 9
19 | CC(=O)NC(Cc1ccccc1)C(=O)O (configuration not stated) | -2 | 3 | 1.3 | -5 | 4 | 15 | -1 | -2 | -13 | -2
20 | Cn1c(=O)c2c(ncn2CC2OCCO2)n(C)c1=O | -4 | 1 | -0.9 | -2 | -2 | 1 | 1 | 12 | 3 | 4
21 | C[C@]12CCC(=O)C=C1CC[C@@H]1[C@@H]2CC[C@@]2(C)[C@H]1CC[C@]2(O)C(=O)CO | 1 | -1 | 1.2 | 8 | -12 | -3 | -5 | 4 | -2 | -3
22 | C1CCC(C(CC2CCCCN2)C2CCCCC2)CC1 (configuration not stated) | -3&6 | -1&2 | -0.8&0.3 | 2&4 | 29&21 | -5&-1 | 5&-8 | -3&-11 | -2&-8 | 1&7
23 | c1ccc(CN(CC2=NCCN2)c2ccccc2)cc1 | -3&2 | 4&-1 | -2.3&-0.4 | -10&6 | -4&-2 | 4&-4 | 4&0 | 3&0 | 3&6 | -1&6
24 | OC(C#CCN1CCCC1)(c1ccccc1)c1ccccc1 | -4 | 3 | -1.8 | 4 | 0 | -3 | 4 | 5 | -13 | -2
25 | Cc1ccc(CN2CCN(Cc3cccc4nccnc34)CC2CCO)cc1 (configuration not stated) | 1 | -3 | -3.1 | -5 | 0 | 0 | 3 | 0 | 10 | 2
26 | CCOc1ccccc1C(N)=O | 4 | 0 | 0.4 | 5 | -8 | -1 | -8 | 1 | -10 | 1
27 | OCCN1CCN(CCCN2c3ccccc3Sc3ccc(Cl)cc32)CC1 | -1 | 0 | -4.8 | -6 | 15 | 1 | 11 | 7 | -5 | 4
28 | COc1ccccc1N1CCN(CCCNc2cc(=O)n(C)c(=O)n2C)CC1 | 0 | 1 | 0.2 | -5 | 3 | 3 | -3 | 0 | 2 | 1
29 | CC(=O)c1ccc(S(=O)(=O)NC(=O)NC2CCCCC2)cc1 | -1 | 1 | -2.9 | 6 | 0 | -1 | 1 | 2 | -1 | 5
30 | COc1ccc(C(=O)NCc2ccc(OCCN(C)C)cc2)cc1OC | -3 | -3 | -0.5 | -3 | 2 | -4 | 3 | 3 | 4 | 1
31 | CC12CCC(CC1)C(C)(C)O2 | 3 | -1 | -1.0 | 6 | 1 | -2 | 0 | -3 | 7 | 4

# Compounds 20 to 31 of the list above:
no. | structure | LEDGF integ inh | UHRF1 MBD2 ctr | PG9 Ab binder | TCR CD3 inh | mABHD4 FP | PRMT1 inh | SIAE inh | Tn7 DDE FP | TDP2 inh | HTRA1 inh
20 | Cn1c(=O)c2c(ncn2CC2OCCO2)n(C)c1=O | -4 | 1 | -0.9 | -2 | -2 | 1 | 1 | 12 | 3 | 4
21 | C[C@]12CCC(=O)C=C1CC[C@@H]1[C@@H]2CC[C@@]2(C)[C@H]1CC[C@]2(O)C(=O)CO | 1 | -1 | 1.2 | 8 | -12 | -3 | -5 | 4 | -2 | -3
22 | C1CCC(C(CC2CCCCN2)C2CCCCC2)CC1 (configuration not stated) | -3&6 | -1&2 | -0.8&0.3 | 2&4 | 29&21 | -5&-1 | 5&-8 | -3&-11 | -2&-8 | 1&7
23 | c1ccc(CN(CC2=NCCN2)c2ccccc2)cc1 | -3&2 | 4&-1 | -2.3&-0.4 | -10&6 | -4&-2 | 4&-4 | 4&0 | 3&0 | 3&6 | -1&6
24 | OC(C#CCN1CCCC1)(c1ccccc1)c1ccccc1 | -4 | 3 | -1.8 | 4 | 0 | -3 | 4 | 5 | -13 | -2
25 | Cc1ccc(CN2CCN(Cc3cccc4nccnc34)CC2CCO)cc1 (configuration not stated) | 1 | -3 | -3.1 | -5 | 0 | 0 | 3 | 0 | 10 | 2
26 | CCOc1ccccc1C(N)=O | 4 | 0 | 0.4 | 5 | -8 | -1 | -8 | 1 | -10 | 1
27 | OCCN1CCN(CCCN2c3ccccc3Sc3ccc(Cl)cc32)CC1 | -1 | 0 | -4.8 | -6 | 15 | 1 | 11 | 7 | -5 | 4
28 | COc1ccccc1N1CCN(CCCNc2cc(=O)n(C)c(=O)n2C)CC1 | 0 | 1 | 0.2 | -5 | 3 | 3 | -3 | 0 | 2 | 1
29 | CC(=O)c1ccc(S(=O)(=O)NC(=O)NC2CCCCC2)cc1 | -1 | 1 | -2.9 | 6 | 0 | -1 | 1 | 2 | -1 | 5
30 | COc1ccc(C(=O)NCc2ccc(OCCN(C)C)cc2)cc1OC | -3 | -3 | -0.5 | -3 | 2 | -4 | 3 | 3 | 4 | 1
31 | CC12CCC(CC1)C(C)(C)O2 | 3 | -1 | -1.0 | 6 | 1 | -2 | 0 | -3 | 7 | 4

# Assay outcomes deposited in PubChem BioAssay by The Scripps Research Institute Molecular Screening Center.
